DT40 TDP1 CPT – qHTS for Inhibitors of human tyrosyl-DNA phosphodiesterase 1 (TDP1): qHTS in cells in presence of CPT; chicken DT40 Tdp1-/-;hTDP1 cells + 20 nM CPT, ATP luminescence, 48 h; Potency, µM (titrated, usually from 46.2 µM), without a hit: top-dose activity change, negative = growth inhibition, most hits filed as inhibitors; 420,000 compounds, 12% hits; AID 686979, 2013; also: nearly all actives have a fitted effect of over 55% in size
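Cell growth measured by CellTiter-Glo luminescence after a minimum 48 h, 37 C compound exposure with 20 nM CPT in Tdp1-knockout DT40 cells stably expressing hTDP1, seeded 400/well; qHTS titration format.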
KAT2A inh – qHTS Assay for Inhibitors of GCN5L2; GCN5L2 HAT assay, ThioGlo1 CoA-SH fluorescence; Histone acetyltransferase KAT2A (Homo sapiens), Q92830; Potency, µM (top dose mostly 58.9 µM), without a hit: top-dose activity change, negative = inhibition, actives largely listed as inhibitors; 390,000 compounds, 0.21% hits
Target sequence (Q92830 whole entry, looked up): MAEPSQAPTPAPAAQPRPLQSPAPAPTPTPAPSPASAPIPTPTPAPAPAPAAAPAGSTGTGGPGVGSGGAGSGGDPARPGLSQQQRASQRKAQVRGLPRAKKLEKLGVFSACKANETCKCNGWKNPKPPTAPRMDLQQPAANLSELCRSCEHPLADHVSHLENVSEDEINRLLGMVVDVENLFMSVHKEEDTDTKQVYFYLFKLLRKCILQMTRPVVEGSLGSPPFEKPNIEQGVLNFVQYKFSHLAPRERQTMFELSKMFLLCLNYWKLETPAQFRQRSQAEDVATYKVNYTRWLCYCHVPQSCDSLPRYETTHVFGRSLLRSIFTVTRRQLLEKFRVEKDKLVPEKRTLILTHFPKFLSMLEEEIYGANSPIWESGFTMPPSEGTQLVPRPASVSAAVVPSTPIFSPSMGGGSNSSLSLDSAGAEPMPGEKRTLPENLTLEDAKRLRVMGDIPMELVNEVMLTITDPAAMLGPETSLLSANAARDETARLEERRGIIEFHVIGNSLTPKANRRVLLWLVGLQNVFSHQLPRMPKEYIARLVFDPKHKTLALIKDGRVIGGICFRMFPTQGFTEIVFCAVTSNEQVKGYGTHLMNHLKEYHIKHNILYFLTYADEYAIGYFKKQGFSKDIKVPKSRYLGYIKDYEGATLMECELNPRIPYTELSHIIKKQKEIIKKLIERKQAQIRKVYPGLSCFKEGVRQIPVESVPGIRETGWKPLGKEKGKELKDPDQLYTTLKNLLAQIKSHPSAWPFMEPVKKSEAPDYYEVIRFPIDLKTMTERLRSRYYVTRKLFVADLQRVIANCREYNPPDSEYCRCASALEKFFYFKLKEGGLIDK
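Free CoA generated was detected with ThioGlo1 (50uM) fluorescence at Ex340nm/Em540nm, read immediately and after 20 min at room temperature. Enzyme, 20 nM in HEPES pH 7.5 buffer, saw compounds 15 min before adding 75uM H3(1-25) peptide and 70uM acetyl-CoA.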
FEN1 inh – qHTS Assay for the Inhibitors of Human Flap endonuclease 1 (FEN1). Potency, µM (doses to about 114 µM), inactives show top-dose activity change, negative = inhibition, most hits filed as inhibitors. P39748. 390,000 compounds, 0.35% hits. AID 588795, 2011. Recombinant FEN1 flap cleavage, fluorescence, 15 min; also: nearly all actives have a fitted effect of over 65% in size
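Quantitative HTS format: each compound was titrated, incubated with 10 nM nuclease for 15 min at room temperature, then challenged with flap substrate at 50 nM final. Signal change over 15 min gave concentration–effect curves.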
* hit, by the source's call; ? = inconclusive; . = no result given; & = joins results of further samples; [ ] = dose if it differs, or a comment. Calls follow the shape of the dose curve; as a rule, active = well fitted curve in the direction sought with a large enough effect; inconclusive = small, poorly fitted or top-dose-only effect, or another doubt; inactive = no such curve, though single readings can be large; an effect the other way counts as inactive or inconclusive. % is scaled to controls: 0 for no effect and ±100 for the full control effect; potency is read from the fitted curve at half-maximal effect. Only part of the results is shown, so the mix of outcomes need not match the whole.

SMILES	DT40 TDP1 CPT	KAT2A inh	FEN1 inh
Cc1ccc(C)c2[nH]c(=O)c(CCNC(=O)CC(C)C)cc12	11%	-6%	-5%
CC1CC(C)CN(C(=O)CSC2=Nc3ccccc3C3=NC(Cc4c[nH]c5ccccc45)C(=O)N23)C1 (configuration not stated)	?	-10%	-14%
CC(C)(C)C1CCC(OC(=O)c2ccncc2)CC1 (configuration not stated)	-1%	4%	-14%
O=C(Nc1cc(C(F)(F)F)ccc1N1CCOCC1)c1cccc(F)c1	-2%	.	-1%
Clc1ccc(-c2cc(COc3ccccc3)on2)cc1	-6%	-4%	2%
CCC(CC)CN1CCC(CN2C(=O)C(=O)NC[C@@H]2[C@@H](C)CC)CC1	3%	.	-1%
COc1ccccc1N1CCN(C(c2cccs2)C(C)NC(=O)c2ccco2)CC1 (configuration not stated)	?	-4%	-23%
CCNc1ncc2nc(-c3cccs3)c(=O)n(Cc3cccs3)c2n1	8%	-8%	.
COc1ccc(-c2nc(-c3ccc(NC(=O)c4ccc(Br)o4)cc3)no2)cc1OC	18µM*	3%	-4%
COc1ccc(-c2cn3cccnc3n2)cc1NC(=O)C1CC1	0%	-11%	-12%
NC(=O)NC(Cc1ccccc1)C(=O)NCC1(N2CCCCC2)CCCCC1 (configuration not stated)	-15%	0%	7%
COC(=O)COc1ccc(S(=O)(=O)Nc2ccc(C(N)=O)cc2)cc1	-6%	-3%	4%
c1ccc(CSc2nnc3ccc(-c4ccco4)nn23)nc1	-3%	-3%	-4%
COC(=O)c1ccc(COc2c(F)c(F)cc(F)c2F)o1	-2%	-13%	10%
COc1ccc(N(C(=O)c2cnccn2)C(C(=O)NCc2ccccc2)c2ccc(O)cc2)cc1 (configuration not stated)	12%	-3%	3%
CCCCNC(=O)CSc1nc2ccccc2nc1Cc1ccc(C)cc1	-7%	-12%	-7%
CC(C)c1ccc(NC(=O)c2cc(S(=O)(=O)N3CCCCC3)c[nH]2)cc1	-1%	-10%	25%
COc1cccc(-n2nnc3c(=O)n(CC(=O)N4CCC(Cc5ccccc5)CC4)cnc32)c1	?	-10%	-6%
COc1ccc(N(Cc2cc3cccc(C)c3[nH]c2=O)S(C)(=O)=O)cc1	?	-9%[0.501 µM]	-15%
CCc1ccc(NC(=O)C2CCCN2C(=O)NC2CCCCC2)cc1 (configuration not stated)	7%	0%	4%

Quoted at random: seven compounds from above
SMILES	DT40 TDP1 CPT	KAT2A inh	FEN1 inh
COc1ccc(N(C(=O)c2cnccn2)C(C(=O)NCc2ccccc2)c2ccc(O)cc2)cc1 (configuration not stated)	12%	-3%	3%
c1ccc(CSc2nnc3ccc(-c4ccco4)nn23)nc1	-3%	-3%	-4%
COc1cccc(-n2nnc3c(=O)n(CC(=O)N4CCC(Cc5ccccc5)CC4)cnc32)c1	?	-10%	-6%
COc1ccc(N(Cc2cc3cccc(C)c3[nH]c2=O)S(C)(=O)=O)cc1	?	-9%[0.501 µM]	-15%
COC(=O)COc1ccc(S(=O)(=O)Nc2ccc(C(N)=O)cc2)cc1	-6%	-3%	4%
CC(C)c1ccc(NC(=O)c2cc(S(=O)(=O)N3CCCCC3)c[nH]2)cc1	-1%	-10%	25%
COC(=O)c1ccc(COc2c(F)c(F)cc(F)c2F)o1	-2%	-13%	10%

Other structures
SMILES	DT40 TDP1 CPT	KAT2A inh	FEN1 inh
Cc1ccc(S(C)=O)cc1-n1c(=O)n(Cc2ccccc2)c(=O)c2[nH]cnc21 (configuration not stated)	-12%	-7%	0%
O=C(COC(=O)c1ccc(S(=O)(=O)N2CCCC2)cc1)NCc1ccccc1	-3%	-3%	6%
CNC(=O)c1c(NC(=O)c2cc(=O)c3cc(C)c(C)cc3o2)sc2c1CCCC2	-4%	0%	19%
Cc1cc(C(=O)NN=C2CCCCC2)c2ccccc2n1	22%	-12%	-2%
O=C(CCc1ccccc1)NNC(=S)NC(=O)c1ccccc1	7.3µM*	-21%	0%
O=C(Nc1ccsc1C(=O)N1CCCCCC1)c1ccccc1	?	-1%	-3%
Cc1cc(C)c(C(=O)O)c(Cl)n1	-4%	-16%	-13%
Cc1cc(SCC(=O)NC2CCCCC2)nc2ccccc12	-1%	-15%	1%
COC(=O)/C(C#N)=C/c1ccc(N2CCOCC2)c([N+](=O)[O-])c1	-5%	-3%	-4%
Cc1cc(NC(=O)c2cccc3c2C(=O)N(C2CCCCC2)C3)ccc1Br	2%	-4%	17%
COC(=O)c1ccc(S(=O)(=O)NCCSc2nnc3c4ccccc4n(C)c3n2)cc1	?	0%	-13%
Cc1cc(NC(=O)CSCC(=O)Nc2cc(Cl)ccc2N2CCN(C)CC2)no1	2%	-2%	16%
COC(=O)C(Cc1ccc(O)cc1)NC(=O)C(CC(=O)OC(C)(C)C)NC(=O)OC(C)(C)C (configuration not stated)	23%	-1%	-10%
CCc1ccc(OCC(=O)Nc2c(C(=O)c3ccc(Br)cc3)oc3ccccc23)cc1	-3%	-11%	14%
CC1=C(C)C(c2ccccc2)NC(=S)N1 (configuration not stated)	?	0%	2%
CCOc1ccc(N=C2NC(=O)S/C2=C\c2ccc(OC)cc2)cc1	-14%	-14%	-16%
CCCCN1CCc2nc(Nc3ccc(OC)cc3OC)ncc2C1	?	-1%	-1%
CC(=O)NC1(C(F)(F)F)NC(=O)N(c2ccc(F)cc2)C1=O (configuration not stated)	1%	-9%	2%
Cc1ccc(CN2CC(C(=O)Nc3ccc(S(=O)(=O)N4CCCCC4)cc3)CC2=O)cc1 (configuration not stated)	?	.	-7%
COCCn1c(=O)c(-c2cc(F)cc(F)c2)nc2cnc(OC)nc21	5%	-14%	.
CN(C)c1oc(-c2cccs2)nc1C#N	7%	?	2%
CCC1=[N+](C)CCn2c(C)ccc21	-7%	-17%	-2%
O=C(O)CN1C(=O)/C(=C\c2cccc(OCc3ccc(Cl)cc3Cl)c2)SC1=S	?	?	?
COc1ccc(C2CC(=O)Nc3c2c(=O)[nH]c2nc4ccccc4n32)cc1OC (configuration not stated)	-3%	-7%	9%
CC(C)CCn1c(SCC#N)nc2c(sc3ccccc32)c1=O	-5%	-3%	3%
COc1cc(NC(=O)c2cc(C)no2)cc(OC)c1OC	8%	7%	1%
O=C(Nc1ccc(N2CCCC2)c(Cl)c1)c1ccc(Br)o1	18µM*	-2%	-5%
O=C(NCc1ccco1)c1cnn2c(C(F)(F)F)cc(-c3ccco3)nc12	?	0%	-13%
O=C(CN1CCC(NC(=O)C2CCCCC2)CC1)Nc1cccc(F)c1	-11%	-7%	-1%
CCc1ccc(C(=O)C(C)CN2CCCCC2)cc1 (configuration not stated)	?	-3%	.
CCCC(=O)Oc1c(Sc2ccc(Cl)cc2)c(C)nn1-c1ccccc1	21µM*	-7%	-6%
Cn1c(N)c(C(=O)COC(=O)C2CCCN2C(=O)c2cccs2)c(=O)n(C)c1=O (configuration not stated)	-2%	-2%	-10%
Cc1cccc(CSc2nnc([C@@H]3CCCN3)o2)c1	-3%	-14%	7%
CCCC[C@@H]1CNC(=S)N1CCc1cccc2ccccc12	?	1%	-19%
O=C(CSc1nc(NS(=O)(=O)c2ccccc2)cc(=O)[nH]1)Nc1ccccc1Cl	-1%	-25%	2%
CCN(CC)C(=O)Oc1ccc(NC(C)=O)cc1	-7%	-11%	-2%
COc1ccccc1NC(=O)COC(=O)CN1C(=O)C(=O)c2ccccc21	8.2µM*	-4%	1%
CCN(C(=O)c1sc2nc3n(c(=O)c2c1C)CCCCC3)c1ccccc1F	?	-20%	0%
Cc1ccc(C)c(S(=O)(=O)N2CCN(C(=O)CCNS(=O)(=O)c3ccc(C)c(C)c3)CC2)c1	?	-9%	0%
CCOc1ccc(-c2c(C(=O)N/N=C/c3ccc(C)cc3)nnn2-c2nonc2N)cc1	1.6µM*	-10%	-3%
Cc1ccc2nc(-c3ccc(NC(=O)CSc4nccc(=O)[nH]4)cc3)sc2c1	1%	-4%	?
Clc1ccccc1N/N=C/c1ccc2c(c1)OCO2	7%	-5%	7%
C=C1C[C@H](O[C@@H]2O[C@H](CO)[C@@H](O)[C@H](O)[C@H]2O)[C@@H]2[C@H](OC(=O)[C@H]2C)[C@H]2[C@H](C)[C@H](O)C[C@@H]12	-19%	-2%	0%
CCOC(=O)C(Cc1ccccc1)c1ccnc2ncnn12 (configuration not stated)	3%	-7%	-6%
CC(=O)N/C(=C\c1ccc(C)o1)C(=O)NCc1ccccc1	22%	-1%	-7%
COc1ccc(Br)cc1/C=c1\sc2nc(-c3ccco3)nn2c1=O	?	?	?
O=C(Cn1nc(-c2ccc(Cl)cc2)c2ccccc2c1=O)Nc1cccc(C(F)(F)F)c1	?	-11%	?
COc1cccc(CN(C)C(=O)CSCC(=O)Nc2cc(C)on2)c1OC	?	2%	-1%
Cc1nc(SCC(=O)Nc2cccnc2Cl)nc(C)c1C	-5%	-2%	-3%
COc1cccc(C(=O)NCC(=O)N/N=C/c2cccc(OC(=O)c3ccc([N+](=O)[O-])cc3)c2)c1	0%	0%	10%
More compounds follow:
SMILES	DT40 TDP1 CPT	KAT2A inh	FEN1 inh
COc1ccc2[nH]c3c(c2c1)CCN1C(=O)C(CC(=O)NCCCN(C)C)C[C@H](C(=O)N2CCOCC2)[C@@]31CCC1CCCC1 (some centres not stated)	-11%	0%	2%
CC(=O)N1CCc2c(sc3c2c(=O)n(-c2ccccc2Cl)c(=O)n3C)C1	12%	-2%	1%
O=C(CSc1cn[nH]n1)Nc1ccc(O)c(C(=O)O)c1	-3%	-3%	0%
COc1ccc(N2CCN(C(=O)CS(=O)(=O)c3cccc4nsnc34)CC2)cc1	-14%	-12%	17%
COc1cc(C(=O)Nc2cc(C)ccc2C)ccc1OCc1c(C)noc1C	?	1%	12%
Cc1ccc(S(=O)(=O)[N-]c2nc3ccccc3nc2-n2cc[n+](Cc3ccccc3)c2)cc1	2%	-7%	-2%
COc1ccc(OC)c(CNC(=O)c2cc3ccc4cccnc4c3[nH]2)c1	?	45%[activator]	-8%
COC(=O)C(NC(=O)CCC(=O)NC(C(=O)OC)c1ccccc1)c1ccccc1 (configuration not stated)	0%	0%	-9%
Cc1cc(N/N=C/c2ccc(F)cc2)nc(NCc2ccccc2)n1	8.2µM*	-8%	-6%
CC1(C)N=C(N)NC(Nc2ccc(Br)cc2)=N1	-12%	-2%	-3%

Profiles, quoted from the list. Values in the order: DT40 TDP1 CPT	KAT2A inh	FEN1 inh
Cc1cc(C)c(C(=O)O)c(Cl)n1 in the list: -4%	-16%	-13%
CCCCN1CCc2nc(Nc3ccc(OC)cc3OC)ncc2C1 in the list: ?	-1%	-1%
CCNc1ncc2nc(-c3cccs3)c(=O)n(Cc3cccs3)c2n1 in the list: 8%	-8%	.
c1ccc(CSc2nnc3ccc(-c4ccco4)nn23)nc1 in the list: -3%	-3%	-4%

The list continues.
SMILES	DT40 TDP1 CPT	KAT2A inh	FEN1 inh
Cc1cc(C)nc(SCC(=O)c2ccc(C)c(C)c2)n1	?	2%	11%
COc1ccc(NC(=O)Nc2nnc(SCC(=O)Nc3cccc(C)c3C)s2)cc1	18µM*	-20%	24%
O=C(c1ccc(CN2CCc3ccccc3C2)cc1)N1CCN(c2ccc(F)cc2)CC1	16µM*	.	2%
COc1cccc(COC(=O)c2cc(S(=O)(=O)N3CCOCC3)ccc2Cl)c1OC	?	.	6%
CN1C=C(C(F)(F)F)C=C/C1=C(\C#N)c1nnc2n1CCCCC2	-3%	-6%	-3%
CCOC(=O)c1nnn(CC(=O)N2N=C(c3ccccc3)CC2c2ccccc2)c1C(=O)OCC (configuration not stated)	?	-1%	-1%
Cc1nc(/C=C\C(=O)O)c2cc(C)oc2n1	3%	-14%	-3%
Cc1cc2cc(CCNC(=O)c3ccc(C)c([N+](=O)[O-])c3)c(=O)[nH]c2cc1C	?	-11%	1%
CCOC(=O)c1c(C)nc(-c2ccccc2)nc1N	1%	2%	14%
O=C(Cc1ccc(NC(=O)C2CCCN(C(=O)C3CC3)C2)cc1)Nc1ccc(C(=O)N2CCOCC2)cc1 (configuration not stated)	4%	.	-1%
Cc1c(N(C)C)nc2ccccc2c1N	-13%	2%	-1%
CC(=O)c1sc(N/N=C\c2ccccc2O)nc1C	1µM*	-10%	-2%
C/C(=N\Nc1nc2ccccc2s1)c1ccc(Br)s1	?	-2%	-6%
COCCNC(=S)Nc1ccc(N2CCCCC2)cc1	?	-12%	-22%
CC(C)(C)CC(C)(C)N=C1Nc2ccccc2NC12C[C@H]1CCC(=O)N3CC[C@@H](C2)[C@@H]13 (some centres not stated)	?	.	4%&-13%
COc1cccc(N2C(=O)C(CC(=O)Nc3ccccc3)N(C3CCCCC3)C2=O)c1 (configuration not stated)	-8%	-1%	2%
CCCCC(=O)Nc1c(C)cc(C)cc1Cl	-7%	16%	-4%
CSc1nnc(-c2cccn(Cc3ccccc3)c2=O)o1	-17%	-6%	-8%
COc1ccc(NS(=O)(=O)c2ccc3c(c2)CCN3C(=O)CCC(=O)O)cc1OC	-3%	30%	20%
